Cdc42 wt GTP: human Cdc42 wildtype GTP binding change, either direction. P60953. GST-Cdc42 beads, Bodipy-GTP binding, flow cytometry; actives lie on both sides. percent activity (GTP binding), % at 10 µM. 190,000 compounds, 0.2% hits;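 active means percent activity GTP binding at least 20 points away from the 100% baseline, either down as inhibitor or up as activator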;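 further: median bead fluorescence of bound Bodipy-FL-GTP at 100 nM; 0% = excess unlabeled GTP control and 100% = no compound control; below 100% means less GTP binding so inhibitor and above means activator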
Target sequence (P60953 whole entry, looked up): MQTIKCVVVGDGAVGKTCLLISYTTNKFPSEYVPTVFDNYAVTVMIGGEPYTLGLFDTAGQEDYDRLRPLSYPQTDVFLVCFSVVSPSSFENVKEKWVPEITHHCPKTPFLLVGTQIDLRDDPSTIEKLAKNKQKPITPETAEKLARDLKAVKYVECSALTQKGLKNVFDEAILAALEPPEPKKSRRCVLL
Rab2 wt GTP: changes GTP binding to wildtype dog Rab2A, up or down; GTP binding activity, % at 10 µM; 190,000 compounds, 0.19% hits; P61105; GST-Rab2 wt beads, Bodipy-GTP binding, flow cytometry;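 active means GTP binding activity at least 20 points away from 100%, either lowered or raised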;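 further: 0% = beads with excess unlabeled GTP and 100% = no-compound control corrected for plate trend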
GSH fluor: GSH bead compound fluorescence profile | GSH beads flow cytometry, compound fluorescence 488/530 nm; hits give high values | fluorescence (KMESF) at 10 µM | 190,000 compounds, 0.25% hits; in the data active means fluorescence above about 89;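 further: glutathione beads carrying GST-tagged Bcl family fusion proteins plus one bare bead set; values are compound well signal with DMSO vehicle wells as background; inactives centre near 16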
HRas wt GTP: modulators of GTP binding to human HRas wildtype; GTP binding activity, % at 10 µM; GST-Ras wt beads, Bodipy-FL-GTP binding, flow cytometry; actives lie on both sides; P01112; 190,000 compounds, 0.14% hits;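 active means GTP binding activity at least 20% away from the 100% baseline, either lowered as inhibitor or raised as activator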;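 further: 0% = unlabeled GTP competition control and 100% = no-compound control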
Target sequence (P01112 whole entry, looked up): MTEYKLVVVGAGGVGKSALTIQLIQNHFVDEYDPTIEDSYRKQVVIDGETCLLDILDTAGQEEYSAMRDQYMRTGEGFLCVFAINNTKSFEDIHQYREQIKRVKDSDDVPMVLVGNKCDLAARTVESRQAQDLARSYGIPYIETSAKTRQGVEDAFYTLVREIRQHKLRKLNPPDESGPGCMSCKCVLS
Pf gametocyte: kills late stage P. falciparum gametocytes | P. falciparum stage V gametocytes, ATP luminescence, 24 h | inhibition, % at 10.9 µM | 150,000 compounds, 0.065% hits;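 active means inhibition above the mean plus 3 SD of compounds within the control limits, set per campaign, cut at about 38% in these data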;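 further: 0% = DMSO wells and 100% = medium only without gametocytes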
Rac1 wt GTP bind: alters GTP binding to wildtype human Rac1; P63000; GST-Rac1 beads, fluorescent GTP binding, flow cytometry; actives lie on both sides; 0 = cold GTP competed, 100 = untreated; GTP binding activity (% of control), % at 10 µM; 190,000 compounds, 0.27% hits; AID 757;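 active means GTP binding activity at least 20 points away from the 100% control level, either lower or higher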
ABCB1 inh: blocks JC-1 efflux by human ABCB1 transporter; P08183; CCRF-Adr cells, flow cytometry; inhibition, % at 6.6 µM; 190,000 compounds, 0.067% hits; in the data active means inhibition above about 40%;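 further: 0% = vehicle and 100% = reference inhibitor; higher value means more JC-1 retained so stronger ABCB1 efflux block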
Rab7 wt GTP bind: dog Rab7 wildtype GTP binding, inhibitors and activators. GTP binding activity (percent of control), % at 10 µM. 190,000 compounds, 0.055% hits. GST-Rab7 beads, fluorescent GTP binding, flow cytometry; actives lie on both sides; untreated = 100%, excess cold GTP = 0%;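 active means fluorescent GTP binding to Rab7 beads changed by at least 20 points from the 100% baseline, either direction, mostly lower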;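 further: median green fluorescence of bound Bodipy-FL-GTP per Rab7 bead population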
Rac1 act GTP bind: alters GTP binding to activated mutant human Rac1. P63000. GST-Rac1 activated beads, fluorescent GTP binding, flow cytometry; actives lie on both sides; 100% means binding = to untreated wells. percent activity (GTP binding), % at 10 µM. 190,000 compounds, 0.11% hits;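 active means GTP binding at least 20 percentage points away from the 100% baseline, in either direction, so actives lie on both sides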
ABCG2 block: blocks JC-1 efflux by human ABCG2 transporter; Q9UNQ0; IgMXP3 cells, flow cytometry; inhibition, % at 6.6 µM; 190,000 compounds, 0.1% hits; AID 1325;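 active means inhibition above 80%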;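 further: 0% = DMSO and 100% = nicardipine control wells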
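material = IgMXP3 (ABCG2) plus far-red-tagged CCRF-Adr (ABCB1) cells | amount = 3 million cells/mL, equal mix of both lines | also added = JC-1 transporter substrate | dosing = one concentration, 6.6 µM final | schedule = 10 min at 25 °C | measured by = flow cytometric JC-1 green MFI at 530 nm | read-out basis = percent efflux inhibition, scaled nicardipine 100% to DMSO 0%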
Avidin bead fluor: compound fluoresces at 488/530 nm on avidin beads; compound fluorescence 488/530 nm, flow cytometry; hits give high values; fluorescence (KMESF) at 10 µM; 220,000 compounds, 0.38% hits; AID 1775; in the data active means fluorescence above about 47; further: inactives centre near 10
Active calls of the source: *; / = no result given.

mol | GSH fluor | Rac1 act GTP bind | Rac1 wt GTP bind | ABCG2 block | Rab7 wt GTP bind | Rab2 wt GTP | HRas wt GTP | Avidin bead fluor | Cdc42 wt GTP | ABCB1 inh | Pf gametocyte
CCCNC(=O)NC(=O)CSc1ccc(C)cc1C | 15 | 94 | 98 | 2 | 93 | 95 | 93 | 26 | 93 | 0.1 | 3
COCC1CCN(C(=O)CCc2nnc(CCCCc3ccccc3)o2)CC1 | 9 | 95 | 95 | 1 | 101 | 96 | 97 | 2 | 97 | 1.1 | -23
O=C(NCCc1ccc(Cl)cc1)C1CCN(c2cnccn2)CC1 | 35 | 99 | 103 | 5 | 102 | 99 | 100 | 10 | 102 | 0.8 | 15
CC1CCN(c2ccc(S(=O)(=O)NC3=NCCCCC3)cc2[N+](=O)[O-])CC1 | 16 | 96 | 97 | 4 | 108 | 98 | 97 | 9 | 98 | 1.0 | 4
O=C(NCc1cccnc1)/C(=C/c1ccc(-c2cccc(Cl)c2)o1)S(=O)(=O)c1ccccc1 | 38 | 90 | 94 | 3 | 99 | 96 | 100 | 16 | 94 | 2.1 | 5
C/C=N/NC(=O)CCCC(=O)N/N=C/C | 12 | 104 | 99 | -3 | 98 | 101 | 103 | 8 | 106 | -0.1 | 10
Cc1nc2c(-c3ccc(F)cc3)c(C)nn2c(C)c1CCC(=O)N1CCN(c2ccccc2)CC1 | 26 | 94 | 98 | 3 | 96 | 96 | 97 | 6 | 95 | 0.6 | /
CN(C)C(=O)c1cccn(Cc2ccc(C(F)(F)F)cc2)c1=O | 18 | 96 | 102 | 5 | 108 | 102 | 100 | 10 | 98 | 2.0 | 7
COc1ccc(S(=O)(=O)n2ccc(C)n2)cc1C | 44 | 95 | 95 | 0 | 97 | 96 | 98 | 6 | 97 | 0.0 | -19
CCCCN(C(=O)CSc1nnc(-c2ccc(OC)cc2)n1C(C)C)c1c(N)n(Cc2ccccc2)c(=O)[nH]c1=O | 23 | 98 | 102 | 7 | 100 | 97 | 99 | 13 | 99 | 0.6 | 2
COc1ccc(OC)c(C(c2nnnn2CC2CCCO2)N2CCN(C3CCCC3)CC2)c1 (stereo not given) | 25 | 94 | 93 | -1 | 93 | 93 | 92 | 18 | 89 | -0.2 | /
O=C(CNC(=O)Cc1ccccc1)NCC(=O)OCC(=O)c1ccc(F)cc1 | 14 | 94 | 99 | 2 | 98 | 98 | 97 | 12 | 98 | -0.1 | /
COc1cc(CNc2ccc(CNc3ncn[nH]3)cc2)ccc1OCc1ccccc1 | 11 | 97 | 100 | -1 | 99 | 98 | 96 | 7 | 100 | -0.2 | 13
COC(=O)C1=C2SC(C)C(=O)N2C(N)=C(C#N)C1c1cc(OC)c(OC)c(OC)c1 (stereo not given) | 24 | 96 | 98 | 4 | 101 | 98 | 100 | 16 | 98 | 1.2 | /
Cc1ccc(C(=O)OCC(=O)NCc2ccco2)s1 | 23 | 99 | 98 | 2 | 103 | 98 | 98 | 22 | 96 | 0.6 | /
Nc1nc(SCC(=O)Nc2ccccc2Sc2ccc(Cl)cc2)n[nH]1 | 11 | 99 | 99 | 5 | 99 | 98 | 100 | 11 | 100 | 1.2 | /
COC(=O)COc1ccccc1/C=C1/NC(=O)NC1=O | 10 | 101 | 97 | 8 | 95 | 99 | 98 | 16 | 98 | 0.4 | 12
O=C(/C=C/c1ccccc1)OCc1cncs1 | 14 | 93 | 97 | 7 | 104 | 97 | 98 | 12 | 97 | 0.5 | /
CC(=O)N1CCN(CC(=O)Nc2ccc(SC(F)F)cc2)CC1 | 18 | 101 | 104 | 0 | 99 | 100 | 101 | 8 | 102 | 0.1 | /
CCOC(=O)C(NCc1ccccc1)(NC(=O)c1ccccc1)C(F)(F)F (stereo not given) | 12 | 102 | 106 | 0 | 104 | 105 | 104 | 11 | 105 | 2.4 | /

(listing goes on)
mol | GSH fluor | Rac1 act GTP bind | Rac1 wt GTP bind | ABCG2 block | Rab7 wt GTP bind | Rab2 wt GTP | HRas wt GTP | Avidin bead fluor | Cdc42 wt GTP | ABCB1 inh | Pf gametocyte
COc1ccc(-c2nnc(NC(=O)CSc3ccc(Cl)cc3)s2)cc1OC | 8 | 102 | 108 | 1 | 96 | 99 | 102 | 17 | 103 | 0.2 | 14
COC(=O)C(C)Sc1ccc2nnc(CCNS(=O)(=O)c3ccc(C)cc3)n2n1 (stereo not given) | 15 | 98 | 102 | 2 | 106 | 101 | 101 | 7 | 96 | 0.2 | /
O=S(=O)(c1cccc(-c2nnc(-c3cccnc3)o2)c1)N1CCCCC1 | 62 | 97 | 93 | 8 | 92 | 92 | 94 | 8 | 95 | 0.6 | -8
O=S(=O)(c1ccc(Cl)s1)N1CCN(C/C=C/c2ccccc2)CC1 | 12 | 97 | 102 | 1 | 100 | 100 | 101 | 19 | 100 | -0.1 | -29
COC(=O)C1CCN(c2cc(Cl)nc(N)n2)CC1 | 11 | 95 | 99 | 5 | 93 | 95 | 95 | 9 | 95 | 0.6 | -19
CCCC(=O)C1=C(O)C(C(=O)OC)C(C)(C)CC1=NCCc1ccc(OC)c(OC)c1 (stereo not given) | 24 | 97 | 99 | 5 | 94 | 96 | 97 | 9 | 96 | 1.5 | 5
CCOc1ccccc1NC(=O)c1ccc(S(=O)(=O)N2CCOCC2)cc1 | 12 | 102 | 108 | 7 | 105 | 104 | 105 | 13 | 108 | 0.4 | /
O=Cc1c[nH]c2ccc(S(=O)(=O)N3CCOCC3)cc12 | 24 | 100 | 100 | 0 | 103 | 97 | 101 | 11 | 95 | -0.1 | -9
O=C(O)COc1ccc(/C=N/NC(=O)C2CCCN2S(=O)(=O)c2ccc(Cl)cc2)cc1 (stereo not given) | 14 | 103 | 108 | 5 | 105 | 102 | 104 | 10 | 107 | 0.6 | /
COc1ccc(C=O)cc1COc1ccccc1F | 3 | 98 | 103 | 11 | 102 | 99 | 100 | 8 | 100 | -0.5 | -4
COC1CCCCC1NS(=O)(=O)c1ccc(Cl)cc1 (stereo not given) | 18 | 96 | 99 | 0 | 94 | 99 | 99 | 6 | 99 | 0.4 | /
CCc1nnc(NC(=O)CSc2nnc(-c3ccoc3C)n2-c2cccc(C)c2)s1 | 9 | 99 | 98 | 5 | 96 | 98 | 98 | 16 | 99 | 1.4 | /
COC(=O)c1cc2c(cc1NC(=O)CSCCc1ccccn1)OCO2 | 38 | 99 | 101 | 2 | 103 | 102 | 102 | 6 | 103 | 0.7 | /
Nc1nc2ccc(C(=O)Nc3ccccc3)cc2s1 | 37 | 94 | 92 | -1 | 90 | 91 | 93 | 2 | 93 | -0.4 | /
Cc1ccc(S(=O)(=O)NC(=O)NCc2ccc(Cl)cc2)cc1 | 35 | 97 | 98 | -3 | 98 | 97 | 98 | 17 | 98 | -2.1 | /
Cc1ccc(C2CC(=O)C(C=NCCN3CCN(C(=S)Nc4ccccc4)CC3)=C(O)C2)cc1 (stereo not given) | 19 | 96 | 108 | 8 | 106 | 103 | 100 | 12 | 95 | 0.1 | -15
COc1cc(CN2CCCC(CCC(=O)NCc3ccc(C)o3)C2)cc2c1OCO2 (stereo not given) | 10 | 95 | 98 | 3 | 107 | 98 | 98 | 8 | 96 | -0.2 | 7
CCCC(c1nnnn1C1CCCC1)N1CCN(C(=O)c2ccco2)CC1 (stereo not given) | 12 | 98 | 99 | 1 | 103 | 100 | 100 | 18 | 100 | 0.9 | /
CCOC(=O)C1CCN(c2ncnc3c2cnn3-c2ccccc2)CC1 | 32 | 89 | 88 | 17 | 92 | 90 | 93 | 12 | 95 | 0.9 | 11
Cc1ccc(C)c(NC(=O)CN(C)C(=O)c2nn(C)c(=O)c3ccccc23)c1 | 24 | 97 | 96 | 1 | 100 | 101 | 96 | 9 | 97 | -0.1 | /

Individual results from above.
Entry of CCCC(=O)C1=C(O)C(C(=O)OC)C(C)(C)CC1=NCCc1ccc(OC)c(OC)c1 (stereo not given) in HRas wt GTP: 97
Entry of Cc1ccc(C)c(NC(=O)CN(C)C(=O)c2nn(C)c(=O)c3ccccc23)c1 in Rab2 wt GTP: 101

Entries from the list above that contain fluorine (6):
mol | GSH fluor | Rac1 act GTP bind | Rac1 wt GTP bind | ABCG2 block | Rab7 wt GTP bind | Rab2 wt GTP | HRas wt GTP | Avidin bead fluor | Cdc42 wt GTP | ABCB1 inh | Pf gametocyte
Cc1nc2c(-c3ccc(F)cc3)c(C)nn2c(C)c1CCC(=O)N1CCN(c2ccccc2)CC1 | 26 | 94 | 98 | 3 | 96 | 96 | 97 | 6 | 95 | 0.6 | /
CN(C)C(=O)c1cccn(Cc2ccc(C(F)(F)F)cc2)c1=O | 18 | 96 | 102 | 5 | 108 | 102 | 100 | 10 | 98 | 2.0 | 7
O=C(CNC(=O)Cc1ccccc1)NCC(=O)OCC(=O)c1ccc(F)cc1 | 14 | 94 | 99 | 2 | 98 | 98 | 97 | 12 | 98 | -0.1 | /
CC(=O)N1CCN(CC(=O)Nc2ccc(SC(F)F)cc2)CC1 | 18 | 101 | 104 | 0 | 99 | 100 | 101 | 8 | 102 | 0.1 | /
CCOC(=O)C(NCc1ccccc1)(NC(=O)c1ccccc1)C(F)(F)F (stereo not given) | 12 | 102 | 106 | 0 | 104 | 105 | 104 | 11 | 105 | 2.4 | /
COc1ccc(C=O)cc1COc1ccccc1F | 3 | 98 | 103 | 11 | 102 | 99 | 100 | 8 | 100 | -0.5 | -4

Rows were taken by chance, and some 1.1% of all compounds hit somewhere here.
